D3 ag: D3 dopamine receptor (human) agonism; P35462; D3R DiscoveRx beta-arrestin cells, luminescence, 90 min; max activation, %; 410,000 compounds, 0.58% hits; in the data active = max activation above about 30%; note: 0% is about no effect; mostly tested at two doses, the higher about 12 µM
Target sequence (P35462 whole entry, looked up): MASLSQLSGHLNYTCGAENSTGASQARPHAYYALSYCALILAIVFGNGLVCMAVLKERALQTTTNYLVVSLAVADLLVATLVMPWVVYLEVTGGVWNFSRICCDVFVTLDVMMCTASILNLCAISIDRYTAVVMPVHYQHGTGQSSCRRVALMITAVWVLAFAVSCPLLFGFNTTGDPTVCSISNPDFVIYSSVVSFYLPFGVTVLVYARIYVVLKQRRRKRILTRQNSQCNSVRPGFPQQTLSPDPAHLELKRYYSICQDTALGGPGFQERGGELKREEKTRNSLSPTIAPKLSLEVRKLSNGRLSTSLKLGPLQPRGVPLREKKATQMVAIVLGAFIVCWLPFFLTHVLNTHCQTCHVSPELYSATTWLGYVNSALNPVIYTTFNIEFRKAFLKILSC
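Agonist mode: compounds and dopamine controls were applied to plated cells for 90 min at 37 degrees C after an overnight attachment at 1500 cells/well. Luminescent read-out followed 30 - 60 minutes at room temperature with DiscoveRx detection reagent.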
KB-3-1 cytotox: kills parental KB-3-1 adenocarcinoma cells; KB-3-1 viability, CellTiter-Glo ATP luminescence, 72 h; AID 1347075; 400,000 compounds, 1.4% hits; Potency, µM (doses to about 46.1 µM), for inactives: at the highest dose activity change, negative = cytotoxic, actives largely listed as cytotoxic; note: potency is the fitted concentration of half-maximal effect; % is set by controls: 0 for no effect and ±100 for the full control effect; nearly all actives have a fitted effect of over 60% in size
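Here the drug-naive KB-3-1 line serves as comparator for MDR sub-line selectivity; cells received compound titrations, 72 h at 37 °C, then CellTiter-Glo readout.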
KB-V1 cytotox: kills drug-selected multidrug resistant KB-V1 cells; KB-V1 MDR cells viability, CellTiter-Glo, 72 h; Potency, µM (top dose mostly 46.1 µM), inactives show at the highest dose activity change, negative = cytotoxicity, actives largely listed as cytotoxic; 400,000 compounds, 3.4% hits; AID 1347076; note: potency is the fitted concentration of half-maximal effect; % is set by controls: 0 for no effect and ±100 for the full control effect; nearly all actives have a fitted effect of over 60% in size
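Compound-treated KB-V1 multidrug-resistant cells, 72 h, 37 degrees C; viability by CellTiter-Glo. Fitted qHTS curves give the values.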
The depositor's hits bear a star; ? = inconclusive. Unless noted, calls come from the whole dose curve; as a rule, active = well fitted cell-killing curve with a large enough effect; inconclusive = small, poorly fitted or top-dose-only effect, or effect the other way; inactive = flat fitted curve, though single readings scatter.

SMILES	D3 ag	KB-3-1 cytotox	KB-V1 cytotox
CCOC(=O)c1ccccc1NC(=O)CSc1nc2ncccc2o1	7	5%	5%
COc1ccccc1C(=O)c1c(N)c(-c2nc(-c3ccccc3)cs2)c2ccccn12	7	?	?
COc1ccccc1CN(Cc1ccco1)c1cnc(S(C)(=O)=O)nc1C(=O)Nc1cc(C)ccc1C	-1	-29%	-25%
CCOc1ccc(-c2nc(Cn3c(=O)cc(-c4ccccc4)c4c(C)nn(C)c43)c(C)o2)cc1OC	-13	3%	21%
COc1ccccc1N1CCN(c2ccc(=O)n(CC(=O)Nc3cc(F)ccc3C)n2)CC1	-9	2%	-3%
COC(=O)c1sc(-c2ccccc2)cc1NC(=O)c1cccc(F)c1	9	0%	4%
COc1ccccc1Cn1cc(C(=O)c2ccc(Cl)cc2)c(=O)c2cc3c(cc21)OCCO3	-2	15%	2%
CCOc1ccc(C2C(C(=O)Nc3ccccc3)=C(C)Nc3nc(SCc4cc(C)ccc4C)nn32)cc1 (stereo not given)	-11	10%	9%
CC(C)(C)OC(=O)N1CCC(c2c(C(=O)NCCN3CCOCC3)cnn2-c2cccc(Cl)c2)CC1	-10	-5%	0%
CCOc1ccc(NC(=O)c2cc3nc(-c4ccc(OC)cc4)cc(C(F)(F)F)n3n2)cc1	8	-16%	3%
Fc1ccc(N2CCN(c3nc4ccccc4c4nc(-c5ccccc5)nn34)CC2)cc1	7	3%	?
CCCCOC(=O)c1ccc(OC(=O)c2sc3ncn(Cc4cccc(F)c4)c(=O)c3c2C)cc1	3	6%	18%
COc1ccc(CCNC(=O)c2cc3c(s2)-c2c(C)cccc2OC3)c(OC)c1	-5	-8%	0%
Cc1ccc(-c2cn(-c3cccc(Cl)c3)c(S(=O)(=O)CC(=O)Nc3ccccc3F)n2)cc1	-4	-1%	5%
CCN(CC)C(=O)C1CCN(c2nnc(C)c3c(C)n(-c4ccc(Cl)cc4)nc23)CC1	-2	9%	?
Cc1ccc(-c2nnc(SCC(=O)NCCC(C)C)nc2-c2ccc(C)cc2)cc1	-7	0%	-13%
O=C(Nc1ccccc1)c1cnc(N2CCCCC2)c2ccccc12	-5	-23%	-19%
CCc1ccccc1NC(=O)N1CCN(Cc2nc3ccc(C)cc3o2)CC1	2	-9%	-4%
Cc1ccn2c(Nc3ccccc3C)c(-c3ccccc3)nc2c1	3	-18%	-9%
COCCn1ccc2c(OCC(=O)Nc3cccc(OC)c3)cccc2c1=O	5	0%	?

Structures from the list above containing four or more nitrogen atoms, in the order listed:
SMILES	D3 ag	KB-3-1 cytotox	KB-V1 cytotox
COc1ccccc1CN(Cc1ccco1)c1cnc(S(C)(=O)=O)nc1C(=O)Nc1cc(C)ccc1C	-1	-29%	-25%
CCOc1ccc(-c2nc(Cn3c(=O)cc(-c4ccccc4)c4c(C)nn(C)c43)c(C)o2)cc1OC	-13	3%	21%
COc1ccccc1N1CCN(c2ccc(=O)n(CC(=O)Nc3cc(F)ccc3C)n2)CC1	-9	2%	-3%
CCOc1ccc(C2C(C(=O)Nc3ccccc3)=C(C)Nc3nc(SCc4cc(C)ccc4C)nn32)cc1 (stereo not given)	-11	10%	9%
CC(C)(C)OC(=O)N1CCC(c2c(C(=O)NCCN3CCOCC3)cnn2-c2cccc(Cl)c2)CC1	-10	-5%	0%
CCOc1ccc(NC(=O)c2cc3nc(-c4ccc(OC)cc4)cc(C(F)(F)F)n3n2)cc1	8	-16%	3%
Fc1ccc(N2CCN(c3nc4ccccc4c4nc(-c5ccccc5)nn34)CC2)cc1	7	3%	?
CCN(CC)C(=O)C1CCN(c2nnc(C)c3c(C)n(-c4ccc(Cl)cc4)nc23)CC1	-2	9%	?
Cc1ccc(-c2nnc(SCC(=O)NCCC(C)C)nc2-c2ccc(C)cc2)cc1	-7	0%	-13%
CCc1ccccc1NC(=O)N1CCN(Cc2nc3ccc(C)cc3o2)CC1	2	-9%	-4%

Next entries.
SMILES	D3 ag	KB-3-1 cytotox	KB-V1 cytotox
CN1CCN(c2nc3c(S(=O)(=O)c4ccc(Cl)cc4)nnn3c3ccsc23)CC1	0	1%	-17%
O=C(NCCCN1CCN(c2ccc(F)cc2)CC1)c1ccc2nc(Cc3ccccc3)oc2c1	-22	?	?
CCS(=O)(=O)N1CCc2cc(C(=O)N3CCN(c4ccccc4OC)CC3)ccc21	2	15µM*	?
COCCNC(=O)c1ccc2c(=O)n(CCc3ccccc3)c(SCC(=O)CC(=O)OC)nc2c1	7	0%	-4%
CCCCCCc1cc2cc(-c3nnc(-c4ccc(C)cc4)o3)c(=O)oc2cc1O	10	10%	4%
Cc1ccccc1NC(=O)c1ccc(NC(=O)N2CCSc3ncccc32)cc1	7	-1%	14%
O=C(NCCc1ccc(Cl)cc1)C1(c2cccs2)CCOCC1	0	-2%	10%
Cc1cccc(Cn2c(SCc3ccc(C(=O)NCc4cccs4)cc3)nc3cccnc32)c1	-28	-14%	?
Cc1cc2nn(-c3ccc(F)cc3)nc2cc1NC(=O)c1cc(Cl)ccc1Cl	2	5%	-5%
CC(NC(=O)c1cc2ccccn2n1)c1ccccc1 (stereo not given)	9	17%	17%
COc1ccc(-c2cn3nc(N4CCC(C(=O)Nc5cccc(OC)c5)CC4)sc3n2)cc1	3	1%	1%
O=C(NCCCN1CCN(c2ccccc2F)CC1)c1ccc2nc(N3CCCCC3)sc2c1	2	0%	0%
CC(=O)N1c2ccc(S(=O)(=O)N3CCCCCC3)cc2CC1C(=O)NCc1cccc(F)c1 (stereo not given)	3	8%	10%
COc1ccc(-c2cn3nc(N4CCC(C(=O)Nc5ccccc5OC)CC4)sc3n2)cc1	1	4%	15%
O=c1cc(CSc2ncn[nH]2)[nH]c2c(Cl)cccc12	9	3%	18%
O=c1c2cc3c(nc2ncn1Cc1ccc(Cl)cc1)CCCC3	6	6%	9%
Cc1ccc2nc(-c3ccc(Cl)s3)c(Nc3ccc4c(c3)OCCO4)n2c1	-6	-2%	10%
Cc1ccc(CCNC(=O)C2COc3ccccc3C2)cc1 (stereo not given)	4	-5%	?
CCc1cnc2c(c1SCC(=O)NCc1ccccc1Cl)c(=O)n(C)c(=O)n2C	6	20%	7%
COc1ccc(C(=O)CN2CCN(S(=O)(=O)c3ccc(C(C)C)cc3)CC2)cc1	-14	11%	-4%
Cc1ccc2nc(Cl)c3cc(C(=O)NCCCN(C)Cc4ccccc4)sc3c2c1	-21	-3%	-4%
COc1cc(OC)c(NC2=C(c3ccc(C(F)(F)F)cc3)C(=O)c3ccccc32)cc1Cl	-5	-1%	-10%
CCc1ccccc1NC(=O)N1CC(C)Sc2ccccc21 (stereo not given)	-9	4%	1%
CCc1c(C)c2ccc(O)c(CN3CCN(c4ccc(F)cc4)CC3)c2oc1=O	-19	?	-19%
COC(=O)c1cccc(Nc2c(-c3ccc(SC)cc3)nc3nc[nH]n23)c1	-11	-1%	6%
COc1ccccc1NC(=O)c1c(C)cc(C)nc1SCC(=O)c1ccc(Cl)cc1	0	12%	-5%
COc1ccc(N2CCN(CCCNC(=O)c3cc(Nc4ccccc4OC)nc4ccccc34)CC2)cc1	-1	0%	?
CC1CCN(c2nc3ccc(C(=O)NCc4ccccc4Cl)cc3s2)CC1	-4	6%	-7%
COc1ccc(-c2noc(-c3ccc(NC4CCCCC4)c([N+](=O)[O-])c3)n2)cc1	1	10%	?
Cc1ccc(C)n1-c1c(C(=O)NCCCN2CCN(c3ccc(F)cc3)CC2)sc2ncccc12	-21	-12%	16%
CCOC(=O)c1sc2ccccc2c1S(=O)(=O)Nc1cc(OC)ccc1OC	-5	2%	-9%
CCc1ccc(NC(=O)c2nn(-c3ccc(OC)cc3)c(=O)c3c2c2ccccc2n3C)cc1	5	-11%	23%
CCCCn1c(=O)n(CC2CCC(C(=O)NCCCOC)CC2)c(=O)c2sccc21 (stereo not given)	0	11%	1%
COc1ccc2c(Sc3ccccc3)c(C(=O)NCc3cccc(OC)c3OC)[nH]c2c1	-2	14%	-2%
COC(=O)c1ccc(NC(=O)c2nn(C)c3c2CS(=O)(=O)c2ccccc2-3)cc1	8	-1%	-7%
COc1cc(C(=O)N2CCC(c3nc4ccccc4s3)CC2)cc(OC)c1OC	10	1%	?
CCN(CC)CCCNC(=O)CSc1nc2nc(C)c(Cc3c(F)cccc3Cl)c(C)n2n1	2	-13%	-17%
CCOc1ccccc1NC(=O)C(CC(C)C)NS(=O)(=O)c1ccc2c(c1)oc(=O)n2C (stereo not given)	-16	0%	?
COc1ccc(CNC(=O)c2cc(-c3cccc(Cl)c3)on2)cc1	-10	6%	16%
O=C(Nc1ccc2c(c1)CCCN2C(=O)c1cccs1)c1ccc(F)c(F)c1	10	?	-19%
CCC(CC)C(=O)Nc1nc2c(s1)CC(C)CC2 (stereo not given)	-12	?	?
COc1ccc(N2CC(c3nc(-c4ccccc4C)no3)CC2=O)cc1Cl (stereo not given)	0	2%	-6%
O=C1CC(c2ccc(Cl)cc2)Sc2nc(-c3ccc(F)cc3)nn21 (stereo not given)	-5	25%	21%
Cc1cc(-n2c(C)nc3ccccc3c2=O)ccc1NC(=O)c1ccccc1[N+](=O)[O-]	-1	-22%	-8%
CN(Cc1ccccc1)C(=O)c1cn(C)c2ccc(S(=O)(=O)N3CCCCC3)cc2c1=O	1	0%	17%
CCOCCCN1C(=O)c2[nH]nc(-c3ccccc3O)c2C1c1ccc(CC)cc1 (stereo not given)	-7	?	?
CCOc1ccc(-c2c(C)nn3c(C)c(C(=O)NCCc4ccc(C)cc4)cnc23)cc1OCC	-10	10%	2%
CCN(CCCNC(=O)CSc1cc(=O)n(C)c2cc(Cl)ccc12)c1ccccc1	-10	0%	-6%
Cc1cc(-c2nc3ncccc3o2)ccc1NC(=O)c1ccc(Cl)cc1	-14	-2%	-5%
COc1ccc(CCNC(=O)c2ccc3c(c2)c(C)c(C)n3Cc2ccccc2)c(OC)c1OC	-1	-11%	-5%
Further structures:
SMILES	D3 ag	KB-3-1 cytotox	KB-V1 cytotox
CC(=O)N1CCc2cc(S(=O)(=O)NC(Cc3ccccc3)C(=O)NCc3ccc(C)cc3)ccc21 (stereo not given)	-1	0%	7%
Cc1ccc(CNC(=O)C(=O)NCC(c2cccs2)S(=O)(=O)c2ccc(C)cc2)cc1 (stereo not given)	0	7%	0%
Cc1ccc(-n2ncc3c(Nc4cccc(C(F)(F)F)c4)ncnc32)cc1C	8	3%	-20%
CCOc1ccc(C(=O)Nc2ccc(-n3nncc3-c3ccccc3)cc2)cc1OCC	-28	-9%	-14%
Cc1ccc(OC(=O)c2cc(-c3ccc(Cl)cc3)on2)c(C)c1	-3	6%	1%
CCOC(=O)c1ccc(NC(=O)Cn2c(=O)cc(C)c3c(C)nn(-c4ccc(CC)cc4)c32)cc1	-6	0%	6%
CCc1nn(CC(=O)Nc2cccc(C)c2C)c(=O)c2cc3sccc3n12	-11	5%	2%
Cc1ccc(-c2nc3c(cnn3-c3ccccc3)c(=O)n2-c2ccc(Cl)cc2)cc1	-8	-1%	-22%
NC(=O)c1cc(S(=O)(=O)NCC2CCC(C(=O)Nc3ccc(Cl)cc3)CC2)cs1 (stereo not given)	-6	7%	27%
Cn1c(=O)oc2cc(S(=O)(=O)NC(Cc3ccccc3)C(=O)Nc3ccc(F)c(Cl)c3)ccc21 (stereo not given)	0	15%	4%
O=C(Nc1ccc(Cl)cc1)c1ccc2oc(=O)n(Cc3ccccc3)c2c1	-1	-15%	-31%
Cc1ccc(C)c(N(C)S(=O)(=O)c2ccc3[nH]cc(C(=O)NC4CCCC4)c(=O)c3c2)c1	4	6%	6%
COc1ccccc1CNC(=O)C1CCCN(c2nnc(C)c3c(C)n(-c4ccccc4)nc23)C1 (stereo not given)	-2	3%	3%
Cc1cc2oc(=O)c(CC(=O)O)c(C)c2c2occ(-c3ccc(F)cc3)c12	-3	-10%	-6%
COc1ccc(NC(=O)CSC2=Nc3ccccc3C3=NC(CC(=O)NCCc4ccccc4)C(=O)N23)cc1 (stereo not given)	2	1%	9%
CN(C)S(=O)(=O)c1ccc2c(c1)N(CC(=O)NCc1ccccc1)C(=O)C1CCCCN21 (stereo not given)	12	15%	4%

Compounds listed so far with a furan ring, fused or not (2):
SMILES	D3 ag	KB-3-1 cytotox	KB-V1 cytotox
COc1ccccc1CN(Cc1ccco1)c1cnc(S(C)(=O)=O)nc1C(=O)Nc1cc(C)ccc1C	-1	-29%	-25%
Cc1cc2oc(=O)c(CC(=O)O)c(C)c2c2occ(-c3ccc(F)cc3)c12	-3	-10%	-6%

Limited to KB-V1 cytotox, for some of the entries so far:
structure | KB-V1 cytotox
Cc1ccn2c(Nc3ccccc3C)c(-c3ccccc3)nc2c1 | -9%
COCCn1ccc2c(OCC(=O)Nc3cccc(OC)c3)cccc2c1=O | ?

These rows are one share of the data; the hit share may differ from the screen's.
